High-throughput results from PubChem.
NR2F2 inh: NR2F2 (human) inhibition, primary screen; P24468; HEK293T NGFI-A luciferase reporter, luminescence; inhibition, % at 8.6 µM; 0.7% of 370,000 active; AID 686940;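 active = inhibition above a per-plate cutoff, mean inhibition of test wells between control levels plus 3 SD, cut at about 38% in these data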;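 also: cells cotransfected with COUP-TFII expression vector driving the NGFI-A reporter; 0% = median of COUP-TF2 test wells and 100% = reporter-only cells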
NOD2 RIPK2 PPI: NOD2-RIPK2 protein interaction inhibition; O43353; CHO BLA complementation NOD2-RIPK2, CCF4 ratio; inhibition, % at 4.98 µM; 0.38% of 360,000 active; AID 624267; in the data active = inhibition above about 21%;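 also: 0% = vehicle only and 100% = reference blocker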
TLR9-MyD88 block: TLR9-MyD88 interaction inhibition. 0.21% of 340,000 active. Q9NR96+Q99836. AID 504734. inhibition, % at 4.98 µM. CHO BLA complementation TLR9-MyD88, CCF4 FRET ratio;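 active = inhibition above the mean over all tested compounds plus 3 SD, cut at about 21% in these data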;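 also: 0% = DMSO only wells and 100% = clavulanate BLA inhibitor control wells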
TWEAK-Fn14 inh: blocks TWEAK-Fn14 interaction in a reporter cell assay | TWEAK-stimulated Fn14 reporter cells, luciferase luminescence, 8 h | inhibition, % at 10 µM | 2% of 360,000 active; in the data active = inhibition above about 50%
C8 TRAIL sens: caspase-8 TRAIL sensitization; NB7+C8 cells + TRAIL, ATPlite viability luminescence; inhibition (viability loss, TRAIL sensitization), % at 10 µM; 1% of 360,000 active;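 active = compounds causing at least 50% loss of cell viability in the single-dose screen, relative to plate controls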
EBV LMP1 NFkB: reduces LMP1-driven NF-kappaB luciferase signal | 0.69% of 350,000 active | AID 504558 | LMP1-induced NF-kappaB luciferase reporter cells, luminescence | inhibition, % at 12.5 µM; in the data active = inhibition above about 41%;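 also: 0% = neutral control wells and 100% = reference inhibitor control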
TROY NFkB inh: blocks TROY-dependent signaling in reporter cells; 0.98% of 360,000 active; Q293 LMP1-TROYcd NF-kB luciferase reporter, 4 h; inhibition, % at 10 µM; AID 1347056;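 active = compounds whose plate-normalised and pattern-corrected inhibition of the luciferase reporter signal at the single screening dose is 50% or more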
NR5A2 inv ag: NR5A2 inverse agonism in reporter assay; O00482; HEK293T StAR-luciferase reporter, LRH-1 transfected, 24 h; inhibition, % at 3.6 µM; 0.13% of 360,000 active; AID 602396;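 active = inhibition above the mean inhibition of all tested compounds plus 3 SD, cut at about 73% in these data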;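 also: 0% = DMSO wells and 100% = reporter-only cells lacking LRH-1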
SRC2 inh: inhibits human steroid receptor coactivator 2; inhibition, % at 9 µM; HEK293 GAL4-SRC2 luciferase reporter, luminescence; Q15596; 0.17% of 370,000 active;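 active = inhibition above the mean inhibition of all tested compounds plus 3 SD, set per campaign, cut at about 52% in these data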;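 also: 0% = DMSO treated cells and 100% = cells given Gossypol at 36 µM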
NCOA3 inh: human NCOA3 inhibition; Q9Y6Q9; HEK293 GAL4-SRC3 luciferase reporter, luminescence; inhibition, % at 3.6 µM; 0.17% of 360,000 active; AID 588352;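 active = inhibition above a per-campaign cutoff, the mean of all compounds plus 3 SD, cut at about 60% in these data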;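 also: 0% = DMSO-treated cells and 100% = gossypol-treated cells at 36 µM; higher means less SRC3-driven luciferase light from the GAL4 reporter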
NCOA1 inh: inhibits human SRC1 coactivator; 0.12% of 360,000 active; Q15788; HEK293 GAL4-SRC1 luciferase reporter, luminescence; inhibition, % at 3.6 µM;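 active = inhibition above the campaign mean plus 3 SD, with each screening campaign given its own cutoff, cut at about 60% in these data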;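 also: 0% = DMSO treated cells and 100% = gossypol at 36 µM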
Target sequence (Q15788 whole entry, looked up, the tested form may be a part): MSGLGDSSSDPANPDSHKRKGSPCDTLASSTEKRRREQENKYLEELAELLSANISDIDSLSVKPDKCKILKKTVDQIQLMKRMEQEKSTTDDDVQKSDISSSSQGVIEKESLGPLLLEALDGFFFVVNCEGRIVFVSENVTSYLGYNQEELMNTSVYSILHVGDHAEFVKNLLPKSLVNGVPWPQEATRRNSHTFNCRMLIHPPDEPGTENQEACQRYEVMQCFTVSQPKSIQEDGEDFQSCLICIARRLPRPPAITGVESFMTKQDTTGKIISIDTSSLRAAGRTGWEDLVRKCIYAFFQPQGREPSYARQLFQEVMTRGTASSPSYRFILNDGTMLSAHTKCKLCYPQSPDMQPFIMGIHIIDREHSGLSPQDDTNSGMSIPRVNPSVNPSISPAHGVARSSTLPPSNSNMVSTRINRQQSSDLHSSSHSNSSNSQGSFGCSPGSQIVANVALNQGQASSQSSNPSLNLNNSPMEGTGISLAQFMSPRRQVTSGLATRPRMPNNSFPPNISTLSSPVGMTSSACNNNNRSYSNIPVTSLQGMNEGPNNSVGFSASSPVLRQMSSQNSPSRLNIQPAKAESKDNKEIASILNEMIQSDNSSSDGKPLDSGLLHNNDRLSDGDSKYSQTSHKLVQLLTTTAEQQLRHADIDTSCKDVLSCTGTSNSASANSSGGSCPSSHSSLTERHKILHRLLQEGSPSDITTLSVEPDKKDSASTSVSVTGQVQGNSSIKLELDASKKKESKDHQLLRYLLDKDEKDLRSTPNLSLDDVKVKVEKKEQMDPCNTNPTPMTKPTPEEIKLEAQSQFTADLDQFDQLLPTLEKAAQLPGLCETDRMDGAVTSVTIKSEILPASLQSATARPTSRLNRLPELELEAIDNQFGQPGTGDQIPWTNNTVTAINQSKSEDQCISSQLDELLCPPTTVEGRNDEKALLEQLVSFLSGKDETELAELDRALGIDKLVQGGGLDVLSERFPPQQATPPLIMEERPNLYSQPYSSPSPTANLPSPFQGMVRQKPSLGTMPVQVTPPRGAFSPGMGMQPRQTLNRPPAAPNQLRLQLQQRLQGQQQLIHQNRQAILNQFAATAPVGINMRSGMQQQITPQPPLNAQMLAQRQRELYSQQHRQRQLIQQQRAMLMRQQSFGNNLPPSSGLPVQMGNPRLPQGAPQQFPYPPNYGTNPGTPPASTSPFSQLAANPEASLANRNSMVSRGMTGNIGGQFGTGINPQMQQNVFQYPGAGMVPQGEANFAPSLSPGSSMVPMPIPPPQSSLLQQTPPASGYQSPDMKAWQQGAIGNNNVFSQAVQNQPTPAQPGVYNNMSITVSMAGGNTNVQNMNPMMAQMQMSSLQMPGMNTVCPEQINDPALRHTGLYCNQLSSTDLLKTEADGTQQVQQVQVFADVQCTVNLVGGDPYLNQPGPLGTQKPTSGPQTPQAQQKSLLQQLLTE
* hit, by the source's call; . = no result given. Only part of the results is shown; count on the stated rates, not on these rows.

SMILES	NR2F2 inh	NOD2 RIPK2 PPI	TLR9-MyD88 block	TWEAK-Fn14 inh	C8 TRAIL sens	EBV LMP1 NFkB	TROY NFkB inh	NR5A2 inv ag	SRC2 inh	NCOA3 inh	NCOA1 inh
Cc1nn(Cc2ccccc2)c(Cl)c1/C=N/NC(=O)CNc1cccc(C(F)(F)F)c1	2.2	5.2	5.0	33.3	-6.6	3.2	24.5	5.3	-7.1	14.9	-10.8
CC(C)NCCCOc1ccc(C(C)(C)c2ccccc2)cc1	9.9	-9.5	-7.3	6.1	-4.3	4.6	-12.0	-7.0	12.9	6.6	-6.6
O=c1ccc2cc3ccoc3cc2o1	2.9	-14.9	2.8	-2.8	-4.1	-6.1	-17.1	-0.3	-2.2	-5.0	-22.0
COc1cc(F)ccc1-c1csc(C(O)c2ccccc2)n1 (stereo unspecified)	-9.5	-4.0	.	1.4	1.4	.	-12.2	-22.8	-52.5	-4.6	3.2
COc1ccc(N2CCN(C(CNC(=O)CC(C)(C)C)c3ccc4c(c3)OCO4)CC2)cc1 (stereo unspecified)	10.3	-4.9	-3.9	0.1	-8.5	0.3	-23.5	-11.1	9.8	-3.3	-1.9
COc1ccccc1NC(=O)O/N=C(\N)c1ccccc1	-13.7	5.4	3.9	-16.3	-18.4	-10.2	5.7	1.0	-17.5	26.5	5.9
Cc1ccccc1NC(=O)Nc1cc(-c2ccccc2)nn1C	5.7	-13.1	-8.0	3.8	-2.3	0.2	5.1	3.5	-7.9	6.0	-26.6
CCCCS(=O)(=O)C1CCS(=O)(=O)C1 (stereo unspecified)	13.5	1.1	-6.1	4.9	-4.7	-1.2	-17.0	-5.2	-0.1	-4.8	-10.9
O=C(NN=C1CCCC1)c1cc(-c2ccc(F)cc2)nc2ccccc12	16.0	2.3	-12.0	-26.1	-1.5	1.9	-14.3	1.7	6.5	7.5	-0.3
CC1Cc2ccccc2N1S(=O)(=O)c1cccc(C(=O)c2nccn2C)c1 (stereo unspecified)	-1.2	-5.7	1.2	28.1	-13.4	-0.6	3.2	1.4	-1.0	-4.3	-3.5
CCCCOC(=O)/C(=C\c1ccc([N+](=O)[O-])o1)NC(=O)c1ccccc1	-1.4	0.5	-4.5	-1.0	15.4	-8.6	-0.3	1.8	18.8	7.8	-9.4
O=C(Nc1ccc(N2CCOCC2)cc1)c1cccc(S(=O)(=O)N2CCCCCC2)c1	11.1	1.5	6.3	-13.1	-0.3	-3.6	1.1	-2.0	12.4	0.8	1.0
CCOC(=O)[C@H]1[C@H]2COc3ccc(Br)cc3[C@@H]2N2C(=O)CN(Cc3ccc(C)cc3)C(=O)[C@@]12C	2.8	8.3	-8.0	2.3	-5.7	-17.5	9.6	4.9	12.7	-5.5	-31.9
COc1cccc(/C=C/C(=O)NCc2cn3cc(Cl)ccc3n2)c1OC	-11.9	-4.0	0.1	5.5	-6.4	-9.0	-5.8	7.4	11.2	21.5	-12.7
COc1ccc(CNC(=O)c2noc(C(C)C)c2[N+](=O)[O-])cc1	2.6	-3.6	-12.9	10.7	0.7	4.7	4.5	16.3	9.8	-1.4	5.1
Cn1c(=O)c(C(=O)NNC(=O)c2ccccc2Cl)c(O)c2ccccc21	12.9	-5.0	-3.9	-2.8	11.6	3.5	-0.5	1.4	6.8	-16.7	-10.7
CC(C)(C)C(=O)N1CCN(c2nc3ccc(Cl)cc3s2)CC1	8.9	-3.4	13.6	7.5	7.0	-2.8	-30.8	-78.8	-45.6	-59.9	-82.2
CCCC1(C(=O)OC)NC(c2ccco2)C2C(=O)N(C)C(=O)C21 (stereo unspecified)	-8.7	2.7	5.7	16.8	2.2	5.5	-0.4	6.4	-13.5	15.0	1.2
CC1CCc2sc(C(=O)N3CCC(C(N)=O)CC3)cc2C1 (stereo unspecified)	-34.1	-6.2	-4.4	-17.2	11.2	-18.0	-38.6	-152.2	-8.9	-76.6	-110.2
CCN(C(=O)c1cccc(S(=O)(=O)N2CCc3ccccc32)c1)C1CCS(=O)(=O)C1 (stereo unspecified)	5.7	-16.4	11.8	8.7	-17.3	-3.2	-11.2	2.7	-26.2	21.8	-10.0
COc1cc(OC)cc(OCC(O)Cn2ccnc2C)c1 (stereo unspecified)	-1.8	-0.1	-6.0	-6.2	-7.8	3.1	-11.9	-0.9	-9.5	0.0	-12.9
N#CCCn1nc(-c2ccc([N+](=O)[O-])cc2)cc1Nc1ccccc1NC(=O)C(F)(F)F	13.1	2.6	3.4	-0.3	5.8	7.9	-26.0	17.1	19.4	20.5	-15.2
CCOc1cc(C(=O)OCC(=O)Nc2cccc(S(=O)(=O)NC3=NCCCCC3)c2)cc(OCC)c1OCC	-3.7	-3.9	-0.7	-8.6	4.1	4.3	5.3	9.5	33.0	7.1	2.6
O=C(CN(c1cccc(Cl)c1)S(=O)(=O)c1ccccc1)NN=C1CCCC1	-8.9	3.3	7.0	13.7	-1.1	3.3	6.3	13.5	-0.1	19.7	5.1
CN(CC(=O)Nc1cccc(F)c1)C(=O)c1ccc(OCC2CCCO2)cc1 (stereo unspecified)	17.0	-5.3	4.6	-2.9	-17.8	-5.4	5.8	-0.5	6.9	-0.1	-15.4
COc1cc2c(cc1NC(=O)CSCC(=O)O)oc1ccccc12	5.2	-10.1	-10.6	2.0	10.4	7.4	18.6	14.4	-19.3	-9.2	-4.2
Cc1cc(C)c2cc(C(=O)N3CCC(Cc4ccccc4)CC3)[nH]c2c1	-9.3	-2.2	3.0	-8.2	1.6	3.3	8.1	-3.7	-6.0	9.0	11.5
CCN(CC)C(=O)[C@H]1C[C@H](CC(=O)NCC23CC4CC(CC(C4)C2)C3)C(=O)N2CCc3c([nH]c4ccc(Cl)cc34)[C@]12C	1.0	1.9	-9.6	54.1*	20.6	-5.7	45.1	-5.7	-3.3	9.2	-1.5
CCC(=O)N(Cc1cc(=O)[nH]c2ccccc12)C1CCCCC1	-5.2	-6.0	-3.0	-8.0	-11.8	-11.7	-12.2	-3.6	-11.4	3.5	-29.7
O=C(NCC1CCCO1)c1cc2c([nH]c3ccccc32)c(-c2cccc(Cl)c2)n1 (stereo unspecified)	.	0.3	-6.4	56.1*	34.1	-6.1	27.4	34.5	.	22.0	12.4
COCCOC(=O)c1c(C)oc2ccc(OC(=O)c3cccs3)cc12	-12.5	-4.3	-2.2	-28.2	-7.4	3.7	-26.8	-16.8	-17.8	-1.2	-17.4
CN(C)CCCOC(=O)C1c2ccccc2Oc2ccccc21	4.8	-6.7	5.6	5.4	-11.4	-3.3	-7.8	-2.3	-10.1	10.2	-7.6
CCOc1ccc(CNc2nc3ccccc3n2CCN2CCOCC2)cc1	3.7	5.5	0.1	13.3	8.7	0.1	-3.5	-15.8	7.5	7.0	6.2
CCOc1ccc(C(=O)NCC(=O)Nc2cc(C)ccn2)cc1OCC	-6.9	-6.5	0.1	-1.5	-8.1	-2.2	10.1	-0.7	-30.1	-21.1	-15.0
CCOc1ccc(N2C(=O)CC(SC(=NC)Nc3cccc(F)c3)C2=O)cc1 (stereo unspecified)	-11.2	0.3	-5.1	16.0	-6.0	0.5	9.2	-2.4	-6.8	8.6	2.1
COc1ccc(CCNC(=O)COC(=O)c2sc(C)nc2C)cc1	-6.2	-6.1	-4.7	-0.8	-4.4	-34.2	-1.5	1.9	6.5	24.9	-24.6
CC1(C)CC(=O)C=C(c2ccccc2CO)C1=O	18.9	7.6	5.2	-4.1	-8.5	-4.5	-5.2	6.7	-15.1	-4.9	-3.9
Cc1ccc(/C(N)=N/OC(=O)c2ccc(C)cc2Cl)cc1	30.9	-12.2	3.8	84.7*	70.5*	9.6	74.7*	-30.6	-65.6	12.8	-3.6
O=C(O)c1ccc(NS(=O)(=O)c2ccc(N3C(=O)CCC3=O)cc2)cc1	13.2	9.1	-0.9	5.6	-6.4	0.9	2.4	3.6	-0.8	22.2	2.1
COc1ccc(C2C(C(C)=O)=C(O)C(=O)N2c2ccc(Br)cc2)cc1 (stereo unspecified)	0.8	-7.7	-1.3	-35.4	7.6	-0.5	-25.7	5.5	-93.7	-7.5	17.3
Cc1ccc(-n2nc3c(c2NC(=O)CC(C)C)CS(=O)(=O)C3)cc1	7.0	2.0	-6.8	2.7	-13.8	-0.2	-18.6	11.3	-2.1	13.4	7.0
COc1ccc(C/C(=N\OC(C)=O)c2ccc(OC)cc2)cc1	.	-7.9	6.0	-1.4	-0.6	-15.4	-31.2	-13.0	.	-5.1	-30.4
CCN(CC(=O)NCc1ccc(F)cc1)C(=O)COc1ccc(C)c(C)c1	27.0	1.8	-4.3	7.3	-27.2	-5.2	6.1	-2.8	-14.8	-7.5	0.9
COc1ccc(N2CCN(c3n[nH]c(N)n3)CC2)cc1	-11.4	0.9	-6.7	-14.2	-9.9	-6.3	11.8	-2.7	-8.1	5.6	-3.0
CCCn1nnc(NC(=O)c2cccc(OCC)c2)n1	-31.8	-11.3	-3.2	-1.9	0.7	-12.2	-50.0	-93.8	-39.1	-81.2	-63.5

Some of the entries above, reformatted.
Structure: Cc1ccc(/C(N)=N/OC(=O)c2ccc(C)cc2Cl)cc1
  NR2F2 inh = 30.9
  NOD2 RIPK2 PPI = -12.2
  TLR9-MyD88 block = 3.8
  TWEAK-Fn14 inh = 84.7*
  C8 TRAIL sens = 70.5*
  EBV LMP1 NFkB = 9.6
  TROY NFkB inh = 74.7*
  NR5A2 inv ag = -30.6
  SRC2 inh = -65.6
  NCOA3 inh = 12.8
  NCOA1 inh = -3.6

Structure: O=C(O)c1ccc(NS(=O)(=O)c2ccc(N3C(=O)CCC3=O)cc2)cc1
  NR2F2 inh = 13.2
  NOD2 RIPK2 PPI = 9.1
  TLR9-MyD88 block = -0.9
  TWEAK-Fn14 inh = 5.6
  C8 TRAIL sens = -6.4
  EBV LMP1 NFkB = 0.9
  TROY NFkB inh = 2.4
  NR5A2 inv ag = 3.6
  SRC2 inh = -0.8
  NCOA3 inh = 22.2
  NCOA1 inh = 2.1

(more compounds)
SMILES	NR2F2 inh	NOD2 RIPK2 PPI	TLR9-MyD88 block	TWEAK-Fn14 inh	C8 TRAIL sens	EBV LMP1 NFkB	TROY NFkB inh	NR5A2 inv ag	SRC2 inh	NCOA3 inh	NCOA1 inh
C=CCn1c(CCCOc2ccc(Cl)cc2Cl)nnc1SCC(=O)Nc1nccs1	5.5	0.6	-1.6	-80.9	32.1	0.7	15.5	-11.3	10.2	15.5	7.5
NC(=O)C1CCN(C(=S)NC2CC3C=CC2C3)CC1 (stereo unspecified)	0.2	2.6	-13.0	2.9	-3.6	-0.7	3.9	10.9	-29.4	2.0	-14.8
COc1cc(C=C2C(=O)OC(c3ccccc3)OC2=O)cc(Br)c1O (stereo unspecified)	-5.7	-8.5	-0.5	-4.8	0.3	1.4	-3.5	5.5	1.4	3.9	4.6
CSCCC(NC(N)=O)C(=O)N(C)CC(=O)Nc1ccc(C)cc1 (stereo unspecified)	-0.9	-14.0	4.3	-9.4	-24.9	5.7	-16.4	-14.9	-21.6	3.8	-13.9
CCCN1CCN(C(=S)Nc2ccc(SC(F)F)cc2)CC1	13.9	-6.7	-3.2	-15.7	4.3	2.9	-11.7	-9.0	-59.1	5.7	8.7
Cc1c2cnn(CC(=O)NCCN3CCOCC3)c(=O)c2c(C)n1Cc1ccc(F)cc1	9.1	-4.4	-2.0	-0.3	-13.2	0.4	1.9	-4.9	-30.0	2.4	-1.4
